Source: PubChem (several laboratories)
XIAP displacement = XIAP antagonists, biochemical, IAP family, fluorescence polarization (AID 1018); XIAP BIR domain, fluorescence polarization peptide displacement; higher % means a stronger effect; displacement, % at 20 µM; hits with a dose series show IC50 in µM; 0.007% of 200,000 active; in the data active means displacement above about 50%; further: a part of the inactive calls stands beside numbers as strong as those of hits
Siah-1 displacement = blockers of Siah-1 interaction with plectin peptide – biochemical, fluorescence polarization, rhodamine-plectin, uHTS, primary screen (AID 1817) | one-dose displacement, % at 20 µM; IC50 in µM for titrated hits | 0.02% of 290,000 active | Siah-1 / rhodamine-plectin peptide fluorescence polarization; higher % means a stronger effect;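 active means displacement of at least 50% at 20 µM, with a fluorescence ratio check between 0.3 and a set limit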;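 further: plate controls were Siah plus tracer with DMSO for no effect and tracer alone without Siah for full effect; strong numbers were not always called active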
AID2073 = disruptors of CaV2.2 binding to Mint1 – biochemical, HTRF (AID 2073) | HTRF protein-protein interaction, Mint1-CaV2.2; higher % means a stronger effect | one-dose inhibition, % at 20 µM; IC50 in µM for titrated hits | 0.19% of 290,000 active; in the data active means inhibition mostly above about 51%, no sharp cut-off; inconclusive means no clear call, values can overlap the other calls; inactive means mostly below about 53%; further: some results filed as inactive read as strong as hits
HIV fusion peptide = cell-free HIV fusion peptide-binding blockers – biochemical, uHTS, fluorescence dequenching, primary screen (AID 1986); cell-free peptide binding, fluorescence dequenching, 30 min; higher % means a stronger effect; inhibition, % at 20 µM; hits with a dose series show IC50 in µM; 0.3% of 290,000 active; in the data active means inhibition mostly above about 52%, no sharp cut-off; inactive means mostly below about 76%; further: some results filed as inactive read as strong as hits
RSV CPE inhibition = inhibition of RSV-induced cytopathic effect – HEp-2 cells, primary 10 µM value included (AID 2391); HEp-2 cells, RSV-induced CPE inhibition; higher % means a stronger effect; one-dose CPE inhibition, % at 10 µM; IC50 in µM for titrated hits; 0.13% of 310,000 active; in the data active means a potency from the dose series; inconclusive means CPE inhibition mostly from about 23% at the one dose, without a potency; inactive means the rest, 99 in 100 with CPE inhibition below about 21%; further: strong numbers were not always called active
SV40 large T antigen = SV40 large T antigen inhibitors, biochemical (AID 1903). 0.39% of 310,000 active. SV40 large T antigen ATPase/helicase inhibition assay; higher % means a stronger effect. inhibition, % at 20 µM, or IC50 in µM where a hit was titrated; in the data active means a potency from the dose series; inconclusive means inhibition mostly from about 32% at the one dose, without a potency; inactive means the rest, 99 in 100 with inhibition below about 32%; further: strong numbers were not always called active
NS5 inhibitors = Dengue-2 NS5 methyltransferase inhibitors, primary screen, biochemical, confirmation dose response (AID 588689); Dengue-2 NS5 methyltransferase capping enzyme assay, biochemical; higher % means a stronger effect; one-dose inhibition, % at 25 µM; IC50 in µM for titrated hits; 0.3% of 340,000 active; in the data active means a potency from the dose series; inconclusive means inhibition above about 29% without an active follow-up result
Rac1 GTP hydrolysis = MgcRacGAP GTPase-activating activity inhibitors, confirmation, biochemical, ADP Hunter fluorescence; MgcRacGAP-stimulated Rac1 GTP hydrolysis, ADP Hunter fluorescence; higher % means a stronger effect; GST-tagged Rac1 F28L mutant substrate; inhibition, % at 30 µM; hits with a dose series show IC50 in µM; 0.6% of 340,000 active; AID 624330;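 active means first-screen hits whose inhibition reached a set limit at any dose in the follow-up dose series; inconclusive means inhibition above the set first-screen limit but never retested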;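 further: fluorescence reports GDP produced by GAP-driven GTP hydrolysis; strong numbers were not always called active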
LYP inhibition = PTPN22 lymphoid phosphatase activity blockers – biochemical, fluorescence intensity, uHTS (AID 1779); recombinant LYP phosphatase, fluorescence intensity; higher % means a stronger effect; inhibition, % at 11.5 µM; hits with a dose series show IC50 in µM; 0.054% of 290,000 active; in the data active means inhibition above about 50%;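 further: plate controls were vehicle with enzyme for no effect and no enzyme for full effect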
An asterisk follows results filed as active; ? = inconclusive; . = not tested or not shown.

| smiles | XIAP displacement | Siah-1 displacement | AID2073 | HIV fusion peptide | RSV CPE inhibition | SV40 large T antigen | NS5 inhibitors | Rac1 GTP hydrolysis | LYP inhibition |
| --- | --- | --- | --- | --- | --- | --- | --- | --- | --- |
| CCOc1ccc(N(C)S(=O)(=O)c2ccc3[nH]cc(C(=O)NCC(OC)OC)c(=O)c3c2)cc1 | . | 7% | 4% | 2.3% | 7.6% | 9% | -1% | 3% | -6% |
| Cc1oc(-c2nc3ccccc3n2C)cc1C(=O)c1ccccc1 | -0.3% | -1% | 3% | 4.3% | 8.9% | 6% | -14% | -5% | -10% |
| Cc1cn(C2OC[C@@H](O)[C@@H]2CO)c(=O)[nH]c1=O (some centres not stated) | . | 11% | -1% | 1.1% | 0.0% | 6% | -2% | 6% | -3% |
| COc1cc(/C(C)=C/c2ccccc2)c2c(c1)oc1ccccc12 | . | 5% | 18% | 0.6% | 2.1% | 12% | . | . | -10% |
| O=C(COC(=O)/C=C/c1ccccc1Cl)NCc1ccco1 | -3.8% | 3% | 24% | 0.1% | 0.8% | -1% | -2% | 1% | -3% |
| CCOc1cc(C2C(C#N)=C(N)OC3=C2C(=O)CC(C)(C)C3)cc([N+](=O)[O-])c1O (configuration not stated) | -2.7% | -4% | -6% | -0.5% | 0.6% | 10% | -13% | 6% | 2% |
| Cc1cc(C)c(C)c(OCCCN(C)C)c1 | -4.8% | 6% | 5% | -1.0% | 0.2% | 24% | 4% | 17% | -9% |
| CC(C)(C)NC(=O)C(c1cccs1)N(Cc1ccc(F)cc1)C(=O)c1csnn1 (configuration not stated) | -2.0% | -2% | -6% | -0.5% | -2.2% | 7% | -7% | 6% | -4% |
| O=S(=O)(c1ccc(F)cc1)N1CCC2(CC1)OCCN2S(=O)(=O)c1cccs1 | . | . | . | . | 3.7% | 5% | 2% | 2% | . |
| COc1ccc2nc(SCC(=O)Nc3ccc4c(c3)CCC4)[nH]c2c1 | -3.3% | 0% | 3% | -2.5% | 7.5% | 4% | -1% | 8% | -2% |
| Cc1cc(NC(=O)c2cccs2)ccc1NC(=O)Cc1ccccc1 | -6.9% | 0% | -6% | 0.3% | 2.9% | 9% | -1% | 11% | -4% |
| CCCNC(=O)C1(CC2CC(c3ccccc3)=NO2)CCNCC1 (configuration not stated) | . | . | . | . | 0.8% | 19% | -1% | 10% | . |
| Cc1cccc(OCC(O)Cn2c(N3CCCCC3)nc3c2c(=O)[nH]c(=O)n3C)c1 (configuration not stated) | . | 0% | -11% | -0.5% | -0.3% | -2% | -5% | -9% | -2% |
| CCc1ccc(C(=O)CN2CCSC2=N)cc1 | -2.6% | -1% | -12% | -2.2% | 18% | 7% | 0% | 15% | -2% |
| CC1(C)CC(=O)C=C(N=CC2=C(O)CC(C)(C)CC2=O)C1 | -7.3% | -1% | 6% | 0.4% | 2.2% | 15% | -5% | 3% | -5% |
| COc1nnc(-c2ccc(C)c(S(=O)(=O)NC(C)C)c2)c2ccccc12 | . | 8% | -2% | 0.5% | 1.6% | 3% | -7% | 11% | -9% |
| Cc1oc(/N=C/c2ccc(F)cc2)c(C#N)c1C | . | 7% | -1% | 1.3% | 0.9% | 6% | -7% | 6% | -8% |
| O=[N+]([O-])c1cc(Br)c2nsnc2c1N1CCOCC1 | . | -2% | 5% | -4.7% | ? | 1% | 3% | 10% | -5% |
| CCN(CC)S(=O)(=O)c1ccc(C(=O)OCCNC(=O)c2cccnc2)cc1 | -6.5% | 1% | 6% | 34% | 0.9% | 16% | -2% | -5% | -1% |
| O=C(OCC(=O)N1CCCC1=O)c1cccc([N+](=O)[O-])c1 | . | -6% | 10% | -1.4% | 1.1% | 0% | 1% | 5% | -6% |

12 compounds out of the list, arranged by molar mass, low to high.
| smiles | XIAP displacement | Siah-1 displacement | AID2073 | HIV fusion peptide | RSV CPE inhibition | SV40 large T antigen | NS5 inhibitors | Rac1 GTP hydrolysis | LYP inhibition |
| --- | --- | --- | --- | --- | --- | --- | --- | --- | --- |
| Cc1cc(C)c(C)c(OCCCN(C)C)c1 | -4.8% | 6% | 5% | -1.0% | 0.2% | 24% | 4% | 17% | -9% |
| Cc1oc(/N=C/c2ccc(F)cc2)c(C#N)c1C | . | 7% | -1% | 1.3% | 0.9% | 6% | -7% | 6% | -8% |
| CCc1ccc(C(=O)CN2CCSC2=N)cc1 | -2.6% | -1% | -12% | -2.2% | 18% | 7% | 0% | 15% | -2% |
| COc1cc(/C(C)=C/c2ccccc2)c2c(c1)oc1ccccc12 | . | 5% | 18% | 0.6% | 2.1% | 12% | . | . | -10% |
| Cc1oc(-c2nc3ccccc3n2C)cc1C(=O)c1ccccc1 | -0.3% | -1% | 3% | 4.3% | 8.9% | 6% | -14% | -5% | -10% |
| O=C(COC(=O)/C=C/c1ccccc1Cl)NCc1ccco1 | -3.8% | 3% | 24% | 0.1% | 0.8% | -1% | -2% | 1% | -3% |
| O=[N+]([O-])c1cc(Br)c2nsnc2c1N1CCOCC1 | . | -2% | 5% | -4.7% | ? | 1% | 3% | 10% | -5% |
| Cc1cc(NC(=O)c2cccs2)ccc1NC(=O)Cc1ccccc1 | -6.9% | 0% | -6% | 0.3% | 2.9% | 9% | -1% | 11% | -4% |
| COc1nnc(-c2ccc(C)c(S(=O)(=O)NC(C)C)c2)c2ccccc12 | . | 8% | -2% | 0.5% | 1.6% | 3% | -7% | 11% | -9% |
| CCOc1cc(C2C(C#N)=C(N)OC3=C2C(=O)CC(C)(C)C3)cc([N+](=O)[O-])c1O (configuration not stated) | -2.7% | -4% | -6% | -0.5% | 0.6% | 10% | -13% | 6% | 2% |
| CC(C)(C)NC(=O)C(c1cccs1)N(Cc1ccc(F)cc1)C(=O)c1csnn1 (configuration not stated) | -2.0% | -2% | -6% | -0.5% | -2.2% | 7% | -7% | 6% | -4% |
| CCOc1ccc(N(C)S(=O)(=O)c2ccc3[nH]cc(C(=O)NCC(OC)OC)c(=O)c3c2)cc1 | . | 7% | 4% | 2.3% | 7.6% | 9% | -1% | 3% | -6% |

New compounds follow:
| smiles | XIAP displacement | Siah-1 displacement | AID2073 | HIV fusion peptide | RSV CPE inhibition | SV40 large T antigen | NS5 inhibitors | Rac1 GTP hydrolysis | LYP inhibition |
| --- | --- | --- | --- | --- | --- | --- | --- | --- | --- |
| COc1ccc(C(=O)Nc2cc(-c3nn4c(C)nnc4s3)ccc2C)cc1 | -0.6% | -1% | 8% | 0.5% | -1.3% | 14% | -6% | 11% | 3% |
| CN(C)C(CNC(=O)CSc1nc2sc3c(c2c(=O)n1C)CCC3)c1ccccc1 (configuration not stated) | . | . | . | . | -0.6% | 18% | 7% | 0% | . |
| O=C(CN1C(=O)NC(CCc2ccccc2)C1=O)NC1CC1 (configuration not stated) | 3.1% | -7% | -5% | -0.9% | 0.5% | -7% | -4% | 0% | -6% |
| Cc1cc(Cl)cc(Cl)c1OCCOc1cccc2cccnc12 | -1.6% | -1% | -2% | -2.5% | ? | 9% | -6% | -8% | -1% |
| COc1cc(-c2nnc(NC(=O)c3ccco3)o2)cc(OC)c1OC | . | . | . | . | -0.5% | 16% | -7% | 2% | . |
| COc1cc(/C=C/c2ccc3cccc(OC)c3n2)c(OC(C)=O)c([N+](=O)[O-])c1 | -1.0% | 4% | -1% | 1.7% | 1.8% | -3% | 9% | 14% | 6% |
| CCOC(=O)/C(C#N)=C/c1cc(C)n(-c2ccccc2)c1C | -3.4% | -1% | 0% | -1.4% | -0.3% | 0% | 3% | 14% | 0% |
| O=C(CNC(=O)c1cccs1)NCC(=O)OCc1cccc(Cl)c1 | -3.7% | 2% | 23% | 1.2% | -0.8% | 2% | 1% | -4% | -9% |
